Source: PubChem
TLR4 MyD88 comp: inhibitors of human TLR4-MyD88 binding | HeLa CL3-4 TLR4/MyD88 BLA complementation, FRET ratio | inhibition, % at 8.4 µM | 0.18% of 200,000 active; in the data active means inhibition above about 25%;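 further: 0% = vehicle and 100% = reference inhibitor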
RAM network inh: inhibitors of the yeast RAM network; S. cerevisiae dse1pr::URA3 reporter, 5-FOA growth OD615, 2 d; analog-sensitive cbk1-as2 kinase mutant strain; AID 868; 1.8% of 190,000 active; inhibition, % at 50 µM;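 active means inhibition above a set limit, 3 SD over mean compound inhibition, cut at about 8.4% in these data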;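 further: 0% = DMSO-only wells with no growth and 100% = 10 µM 1-NA-PP1 full growth; inhibition rescues growth on 5-FOA so higher OD means more RAM inhibition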
ROMK primary: human ROMK K+ channel modulation, primary screen; Tet-inducible ROMK, thallium flux fluorescence; actives lie on both sides; 2% of 130,000 active; B-score at 10 µM; P48048;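 active means signal ratio slope over the read window, or its plate-corrected B-score, at least 3 SD from the plate mean, either direction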;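 further: B-score of the F/F0 ratio slope over 7 to 12 s after thallium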
Target sequence (P48048 whole entry, looked up): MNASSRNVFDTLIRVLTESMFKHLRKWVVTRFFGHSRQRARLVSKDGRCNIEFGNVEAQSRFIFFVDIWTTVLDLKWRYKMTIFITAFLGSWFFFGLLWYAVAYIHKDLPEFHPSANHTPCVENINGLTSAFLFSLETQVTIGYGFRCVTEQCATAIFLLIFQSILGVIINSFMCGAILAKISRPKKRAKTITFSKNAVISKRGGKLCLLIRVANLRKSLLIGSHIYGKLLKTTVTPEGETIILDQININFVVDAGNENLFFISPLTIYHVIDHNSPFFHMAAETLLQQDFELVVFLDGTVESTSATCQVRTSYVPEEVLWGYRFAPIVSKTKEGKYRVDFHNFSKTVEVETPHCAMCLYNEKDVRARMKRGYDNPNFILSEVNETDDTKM
STAT3 act: activators of IL-6 induced STAT3 signaling; activation (% of control), % at 5.6 µM; 0.91% of 190,000 active; U3A cells, IL-6 STAT3-luciferase reporter, luminescence; 100% = signal with IL-6 EC80 alone;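 active means activation above the screen-wide mean of compound activation plus 3 SD, cut at about 130% in these data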;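 further: 0% = background luminescence of wells with medium and substrate only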
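System – human U3A cells carrying STAT3-luciferase construct · Probe or stimulus – Interleukin-6, 33 ng/mL · Schedule – compound 1 h, then IL-6 6 h at 37 °C · Signal – luminescence from STAT3-driven luciferase reporter · Evaluation – percent of IL-6-only median luminescence · Benchmarks – IL-6-only high control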
TR-FRET SRC-2 ct: TR-FRET artefact, counter-screen to PPARgamma/SRC-2 agonist assay. AID 1049. hits give high values. TR-FRET ratio at 8 µM. 0.4% of 200,000 active; in the data active means TR-FRET ratio above about 2000; further: inactives centre near 1500
STAT1 blocker: inhibitors of IFN-gamma induced STAT1 signaling. NIH 3T3 STAT1-luciferase reporter, luminescence. inhibition, % at 5.5 µM. 0.35% of 200,000 active;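 active means inhibition above a set limit, the mean inhibition across all tested compounds plus 3 SD, cut at about 34% in these data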;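 further: 0% = IFN-gamma with DMSO and 100% = IFN-gamma with 300 µM nifuroxazide; values of inactives mirror those of a sister screen read the other way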
STAT3 inh: reduces IL-6 driven STAT3 reporter signal; U3A cells, IL-6 STAT3-luciferase reporter, luminescence; host cell line lacks STAT1; inhibition, % at 5.5 µM; 0.89% of 190,000 active;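 active means inhibition above the mean inhibition across all screened compounds plus 3 SD, cut at about 44% in these data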;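 further: 0% = DMSO only wells and 100% = 100 µM nifuroxazide control wells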
PPARg SRC-3 ag: PPARgamma-driven SRC-3 recruitment agonism; activation, % at 8 µM; P37231; 0.26% of 200,000 active; AID 731; biochemical PPARgamma/SRC-3 coactivator recruitment assay; in the data active means activation above about 23%;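 further: 0% = DMSO and 100% = reference agonist; some compounds past the cut are filed as inactive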
Target sequence (P37231 whole entry, looked up): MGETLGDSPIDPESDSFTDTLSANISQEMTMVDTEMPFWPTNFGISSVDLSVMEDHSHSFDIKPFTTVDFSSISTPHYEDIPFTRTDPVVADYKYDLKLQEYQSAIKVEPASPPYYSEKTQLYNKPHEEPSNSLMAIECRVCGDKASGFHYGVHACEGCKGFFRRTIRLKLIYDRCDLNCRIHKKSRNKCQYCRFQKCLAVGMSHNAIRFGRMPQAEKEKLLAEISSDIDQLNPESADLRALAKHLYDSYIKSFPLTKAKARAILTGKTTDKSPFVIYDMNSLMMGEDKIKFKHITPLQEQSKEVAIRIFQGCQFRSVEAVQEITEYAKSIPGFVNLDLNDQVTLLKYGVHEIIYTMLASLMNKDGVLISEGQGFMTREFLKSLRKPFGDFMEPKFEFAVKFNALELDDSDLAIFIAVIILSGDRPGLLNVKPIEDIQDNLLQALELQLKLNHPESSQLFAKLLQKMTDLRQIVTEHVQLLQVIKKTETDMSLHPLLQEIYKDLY
PPARg SRC2 recr: promotes SRC-2 coactivator recruitment by human PPARgamma. P37231. activation, % at 8 µM. 0.34% of 200,000 active. PPARgamma LBD-SRC-2 recruitment, biochemical; in the data active means activation above about 22%;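 further: 0% = vehicle and 100% = reference agonist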
S1P3 antagonist: S1P3 (human) receptor antagonism; CHO S1P3 NFAT-BLA reporter, FRET fluorescence, antagonist mode; 0.27% of 170,000 active; inhibition, % at 4.98 µM;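 active means inhibition above the plate cutoff, the mean inhibition of test wells on that plate plus 3 SD, cut at about 28% in these data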;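 further: cells challenged with S1P at its EC80 of 0.8 µM; blue over green emission ratio from cleaved BLA substrate after 4 h stimulation; 0% = S1P-stimulated wells and 100% = unstimulated DMSO-only wells; some compounds past the cut are filed as inactive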
PPARg SRC-1 ag: PPARgamma-driven SRC-1 recruitment agonism. P37231. PPARgamma-SRC-1 coactivator recruitment biochemical assay. activation, % at 8 µM. 0.41% of 200,000 active. AID 631; in the data active means activation above about 19%;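 further: 0% = DMSO and 100% = reference agonist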
* marks the source's active call; other numbers are inactive results; · = no result given.

SMILES	TLR4 MyD88 comp	RAM network inh	ROMK primary	STAT3 act	TR-FRET SRC-2 ct	STAT1 blocker	STAT3 inh	PPARg SRC-3 ag	PPARg SRC2 recr	S1P3 antagonist	PPARg SRC-1 ag
O=C(OCCN1C(=O)c2ccccc2C1=O)c1cc2ccccc2o1	-14	5.2	0.026	95	1744	2	11	0	8	-21	3
CCN(CC)CCNC(=O)c1ccc(Sc2ccc(Cl)cc2)c(NC(C)=O)c1	0	0.1	0.71	109	1499	-4	-4	0	3	10	-1
N/C(CN1CCCC1=O)=N\OC(=O)c1ccc(Cl)cc1	2	-1.2	0.77	109	1591	-5	-13	0	-5	-6	-9
Cc1ccc(Cc2cnc(NC(=O)/C(C#N)=C/c3ccc(-c4cccc([N+](=O)[O-])c4)o3)s2)cc1	-5	5.6	·	87	1491	1	19	-1	0	·	3
Cc1ccccc1CS(=O)(=O)CCC(=O)NCCN1CCN(c2cccc(Cl)c2)CC1	-1	-0.9	·	89	1574	0	18	5	7	1	4
CCOc1ccc(C(c2nnnn2Cc2ccccc2)N2CCN(C(=O)c3ccco3)CC2)cc1 (stereo unspecified)	14	·	·	97	1577	5	7	5	9	-8	-1
Cc1ccc(C(=O)ONc2ccc(N=O)cc2)cc1	9	2.6	·	98	1446	1	11	-3	-9	·	0
COC(=O)c1ccc(C(=O)OC)c(NC(=S)N2CCN(c3ccccn3)CC2)c1	3	0.5	-0.26	94	1746	3	10	1	7	16	4
Cc1ccc(C(C)NC(=O)/C(C#N)=C\c2c(C)[nH]c3ccccc23)cc1 (stereo unspecified)	-4	0.9	1.8	92	1569	1	10	4	10	·	19*
CCCCC(C)(O)C/C=C/[C@H]1[C@H](O)CC(=O)[C@@H]1CCCCCCC(=O)OC (stereo partly specified)	14	0.6	·	89	1507	8	15	-2	-2	-22	2
COc1ccc(/C=C/C(=O)c2ccccc2O)cc1	-2	1.9	0.034	103	1630	-14	-7	1	7	-19	5
c1ccc(OCCOc2ncnc3ccccc23)cc1	-3	-0.7	-0.98	98	1572	-34	6	0	4	-20	2
N=c1sccn1CC(=O)Nc1cccc(S(=O)(=O)N2CCCCCC2)c1	9	0.4	0.41	97	1614	20	5	3	9	1	9
CCS(=O)(=O)/N=C(\N)c1ccccc1	-4	-0.3	-0.097	101	1553	-8	6	0	4	-39	2
Cc1ccc(NC(=O)CN(C)C(=O)c2ccc(Cl)c([N+](=O)[O-])c2)cc1	-2	1.9	·	96	1384	-5	0	-4	5	12	2
C=CCn1c(SCC(=O)Nc2ccc(C(=O)OCC)cc2)nnc1-c1cccs1	-10	5.6	0.45	89	1573	-13	17	7	5	-4	1
CCN(CC)CC#CC(O)(c1ccccc1)c1ccccc1	-4	0.8	-0.39	108	1728	-11	-8	-4	2	3	7
COc1ccc(S(=O)(=O)c2cnc3ccc(OC)cc3c2N2CCC3(CC2)OCCO3)cc1	4	0.0	·	102	1544	-2	-3	3	-4	-4	2
C/C(N)=C(/C#N)C(=O)CSc1nnc(Nc2cccc(C)c2C)s1	-5	0.2	·	116	1532	-24	-13	6	3	-13	4
COc1ccc2[nH]cc(CCNC(=O)C3CCCO3)c2c1 (stereo unspecified)	-10	1.8	0.46	94	1578	6	18	4	15	0	6
COc1ccc(CNc2nc3ccccc3n2Cc2ccc(C)cc2)cc1OC	2	0.4	-0.58	104	1464	6	-4	-4	-1	-12	5
COCCCNc1nc2c(-c3cccc(C(F)(F)F)c3)nnn2c2ccccc12	-2	4.3	0.03	147*	1583	-3	-54	4	5	3	4
CC1COC2C(O1)N(S(C)(=O)=O)CCN2S(C)(=O)=O (stereo unspecified)	0	0.7	·	92	1662	3	12	6	-2	-13	6
Cn1c2ccccc2c2ncn(Cc3ccco3)c(=O)c21	6	2.4	0.84	106	1523	1	0	2	5	6	3
COc1ccc(N2CC(C(=O)Nc3cc(C)on3)CC2=O)cc1 (stereo unspecified)	4	1.7	·	99	1577	1	6	3	10	·	-6
COc1ccccc1C(O)(C(=O)NN(C)c1ccccc1)c1ccccc1OC	-9	-0.1	·	101	1462	-3	-6	-3	5	1	9
COC(=O)c1ccc(Cn2cnc3c(cnn3-c3ccc(Cl)cc3)c2=O)o1	-3	1.9	-1.3	87	1385	-3	18	0	9	-42	4
Cc1nn(-c2cc(N3CCOCC3)ccc2N)c(=O)c2ccccc12	8	1.7	·	97	1568	6	7	-9	3	9	8
CN(C)C(=O)CSc1nnc2sc3ccccc3n12	-4	·	·	115	1605	-1	-12	2	9	7	6
O=C(Nc1ccc(S(=O)(=O)NC2CCCCC2)cc1)c1ccc(Br)o1	-7	6.5	·	81	1346	6	26	-2	-8	11	0
COc1ccc(OC)c(N(CC(=O)Nc2ccccc2C(=O)NCc2ccco2)S(C)(=O)=O)c1	-1	1.5	·	101	1425	-3	7	5	-2	·	2
COc1cc(/C=N/NC(=O)CC#N)cc(Br)c1O	-1	0.9	0.65	100	1560	3	6	0	-11	-7	-2
O=S(=O)(c1ccccc1)c1nc(-c2cccs2)oc1NCCCn1ccnc1	5	1.6	-2.1	101	1496	-2	3	-14	2	-14	-5
CCOC(=O)c1c(NC(=O)C2CCCO2)sc(C(=O)OC(C)(C)C)c1C (stereo unspecified)	-9	3.7	·	90	1708	9	13	13	6	·	14
Cc1ccc(C(=O)NCCn2ccc3ccccc32)cc1[N+](=O)[O-]	3	3.0	-1.7	98	1509	-12	8	0	1	3	4
O=C1CCCC(O)=C1N=Nc1cccc(C(=O)O)c1	11	0.8	0.11	105	1515	10	-5	-3	6	-10	-3
FC(F)Oc1ccc(/C=N/c2c(-c3ccc(OC(F)F)cc3)nc3n2CCS3)cc1	-9	5.4	0.18	96	1539	-1	8	14	5	·	7
O=C(c1cccc([N+](=O)[O-])c1)N1CC2C3C=CC(C3)C2C1 (stereo unspecified)	-5	0.0	·	109	1434	-7	-7	1	-7	-3	1
COc1ccc(NC2=CC(c3cccc(OC)c3)N(c3ccc(OC)cc3)C2=O)cc1 (stereo unspecified)	-6	3.6	·	98	1594	-3	5	3	0	-5	7
Cc1nc2sccc2c(=O)n1-c1cccc(Cl)c1	3	2.9	·	98	1533	9	7	10	5	·	-1
CC(C)Oc1nc(-c2ccccc2O)nc2ccccc12	5	6.6	0.19	89	1274	-7	17	4	-7	-44	-6
CC(C)NC(=O)COC(=O)c1ccc(S(=O)(=O)N2CCCC2)cc1	-4	-0.1	-0.16	103	1325	1	8	2	3	-4	6
COc1ccc(OC)c(NC(=O)COC(=O)/C=C/c2c(C)nn(C3CCS(=O)(=O)C3)c2Cl)c1 (stereo unspecified)	-7	3.6	·	87	1733	4	19	6	6	·	2
Cc1ccccc1-n1c(=O)cc(NCc2ccc3c(c2)OCO3)[nH]c1=O	-1	1.7	·	100	1473	0	6	-5	0	·	8
COc1ccc(/C=C/C(=O)c2cc3c(cc2N)OCO3)cc1	-15	0.8	0.71	92	1611	-12	12	2	5	4	9

A second format for some results above.
| SMILES | TLR4 MyD88 comp | RAM network inh | ROMK primary | STAT3 act | TR-FRET SRC-2 ct | STAT1 blocker | STAT3 inh | PPARg SRC-3 ag | PPARg SRC2 recr | S1P3 antagonist | PPARg SRC-1 ag |
| --- | --- | --- | --- | --- | --- | --- | --- | --- | --- | --- | --- |
| COc1ccc(N2CC(C(=O)Nc3cc(C)on3)CC2=O)cc1 (stereo unspecified) | 4 | 1.7 | · | 99 | 1577 | 1 | 6 | 3 | 10 | · | -6 |
| O=C(c1cccc([N+](=O)[O-])c1)N1CC2C3C=CC(C3)C2C1 (stereo unspecified) | -5 | 0.0 | · | 109 | 1434 | -7 | -7 | 1 | -7 | -3 | 1 |
| Cc1ccc(NC(=O)CN(C)C(=O)c2ccc(Cl)c([N+](=O)[O-])c2)cc1 | -2 | 1.9 | · | 96 | 1384 | -5 | 0 | -4 | 5 | 12 | 2 |

(listing goes on)
SMILES	TLR4 MyD88 comp	RAM network inh	ROMK primary	STAT3 act	TR-FRET SRC-2 ct	STAT1 blocker	STAT3 inh	PPARg SRC-3 ag	PPARg SRC2 recr	S1P3 antagonist	PPARg SRC-1 ag
O=C1COC(c2ccccc2)C2CCCCN12 (stereo unspecified)	-4	2.2	0.9	99	1572	2	0	-1	-7	1	-8
O=c1/c(=C/c2ccccn2)sc2n1CN(c1ccccc1)CN=2	-5	1.3	-1.1	93	1730	-1	12	14	5	·	3
Cc1nn(-c2ccc3nnc(Br)n3n2)c(C)c1Br	-5	6.3	·	91	1560	1	12	14	13	-24	11
O=C(Nc1cccc(C(F)(F)F)c1)c1cc2ncc(Br)cn2n1	-12	4.6	-0.7	97	1565	4	9	1	6	·	1
CCn1c(SC(C)C)nnc1C1CCN(S(=O)(=O)c2ccc(OC)cc2)CC1	4	-0.1	·	101	1626	6	1	-9	-4	·	2
O=C1C2C3c4ccccc4C(c4ccccc43)[C@@H]2C(=O)N1c1nc(-c2ccccc2)cs1 (stereo partly specified)	-2	2.0	-1.5	93	1562	0	10	-2	5	-12	-4
Cn1c(COc2ccc([N+](=O)[O-])cc2)nnc1SCC(N)=O	-4	-0.1	0.077	101	1594	-6	1	7	0	1	4
CCOC(=O)c1c(N)c(C#N)c2n1CCCC2	11	0.4	·	106	1473	-6	-7	12	2	·	-2
COc1ccc(NC(=O)CN2CCC3(O)CCCCC3C2c2cc(OC)ccc2OC)cc1 (stereo unspecified)	-3	-0.3	·	100	1323	-2	1	4	-4	-3	1
O=C(NC1CCCCC1)NC1CC2CCC(C1)N2C(=S)NCc1ccco1 (stereo unspecified)	0	3.5	·	97	1594	5	9	-1	1	·	6
COc1cccc(NC(=O)CCN2C(=O)c3ccccc3S2(=O)=O)c1	-7	1.2	-0.092	97	1496	-4	3	9	2	·	0
COc1ccc(N2CCN(C(=O)CCNC(=O)Cn3ccc4ccccc4c3=O)CC2)cc1	11	1.7	0.039	95	1632	1	11	2	2	3	2
CCC(C)NCCOCCSc1ccc(Cl)cc1 (stereo unspecified)	0	2.9	-1.9	105	1641	0	1	-3	-3	·	0
Clc1ccc(C2CC(c3cccs3)n3ncnc3N2)cc1Cl (stereo unspecified)	-2	-0.2	·	108	1614	13	-10	1	1	12	3
CSc1cccc(NC(=O)C2CCCN(S(=O)(=O)c3cnc[nH]3)C2)c1 (stereo unspecified)	0	0.6	·	94	1574	-6	15	-2	-4	-29	7
NNC(=O)CNC(c1ccccc1)c1cc(Br)ccc1NC(=O)c1ccc(Br)cc1 (stereo unspecified)	-1	-0.8	0.26	87	1503	6	14	-2	3	-5	-6
Cn1nc(C(=O)OCc2ccccc2F)c2ccccc2c1=O	3	1.7	-1.7	81	1609	11	27	6	1	-18	8
COc1cc2[nH]c(=S)n(C3CCCC3)c(=O)c2cc1OC	1	6.2	-1.4	104	1424	-6	2	-4	-8	11	-4
CCCC(=O)NCn1nnc(-c2ccc(Cl)cc2)n1	-5	-1.6	-0.27	86	1512	-1	25	-1	-4	-8	0
COc1ccc(CCN(C)S(=O)(=O)c2ccc(Cl)nc2)cc1OC	6	-0.5	-0.2	100	1975*	3	7	3	0	4	7
Cc1ccc(SCC(=O)NN=C2CCN(C)CC2)cc1	1	1.4	-0.28	105	1726	-8	-4	-1	2	-9	5
